Bioassay records deposited in PubChem BioAssay by National Center for Advancing Translational Sciences (NCATS).
ATXN2 expr inh: reduces ATXN2 reporter expression in HEK-293 cells. HEK-293 ATXN2-luciferase reporter, luminescence, 24 h. Potency, µM (series often up to 57 µM), for the others: at the top dose activity change, negative = inhibition, hits mostly inhibitors. 360,000 tested, 0.72% active. AID 1745845; also: potency is read from the fitted curve at half-maximal effect; % is scaled to controls: 0 for no effect and ±100 for the full control effect; nearly all actives have a fitted effect of over 55% in size
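qHTS (up to 57 uM final) was run with 24 h compound exposure of reporter cells at 37 °C. Each well was multiplexed: SteadyGlo luminescence measured ATXN2-luciferase expression after a fluorogenic Gly-Phe-AFC viability readout (25 uM final).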
HT1080-NT tox: kills 2HG-producing HT-1080-NT fibrosarcoma cells. HT-1080-NT fibrosarcoma viability, CellTiter-Glo ATP luminescence, 48 h. Potency, µM (series often up to 46.1 µM), inactives show top-dose activity, negative = less viability, most hits filed as cytotoxic. 360,000 tested, 1.6% active. AID 686970;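 also: NT is the 2HG producing partner of a matched IDH1 knockdown line; potency is read from the fitted curve at half-maximal effect; 0% = DMSO-treated cells and -100% = media-only wells without cells; nearly all actives have a fitted effect of over 55% in size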
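Toxicity toward the 2HG-producing NT line was scored as %Activity, normalised to DMSO and no-cell wells, from CellTiter-Glo luminescence after 48 hours' treatment.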
IL1B secr inh: inflammasome signaling inhibition, IL-1 beta readout | THP-1 LPS/ATP IL-1B secretion, AlphaLISA, 16 h; active compounds read low | activity change, % at 57.5 µM | 360,000 tested, 4.7% active | AID 743279; in the data active = activity change below about -50%; inconclusive = mostly about -30% to -49%; also: % is scaled to controls: 0 for no effect and ±100 for the full control effect
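Secreted IL-1B measured by AlphaLISA bead assay after 16 h compound exposure of THP-1 cells; compounds (final up to 57.5 uM) added 1 h before LPS (250 ng/mL) and ATP (1.25 mM) stimulation; lower signal means less secretion.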
HepG2 tox: HepG2 cytotoxicity, counter-screen for TGF-b inhibitors; HepG2 CAGA-GFP viability, ATP luminescence, 18 h; Potency, µM (doses to about 46.1 µM), for the others: at the highest dose activity change, negative = cytotoxicity, most hits filed as cytotoxic; 410,000 tested, 0.76% active; AID 588856; also: potency is read from the fitted curve at half-maximal effect; some results filed as inactive show a strong effect at the top dose
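HepG2 CAGA-GFP cells (1000/well, DMEM with 1% FBS) received compound, then TGF-beta at 500 pg/mL final, and were incubated 18 hours at 37 degrees C. Viability was read by CellTiter-Glo luminescence. Media-only wells were set as complete cell-killing and DMSO as no toxicity.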
KB-3-1 cytotox: kills parental KB-3-1 adenocarcinoma cells; KB-3-1 viability, CellTiter-Glo ATP luminescence, 72 h; Potency, µM (top dose mostly 46.1 µM), without a hit: top-dose activity change, negative = cytotoxic, most hits filed as cytotoxic; 400,000 tested, 1.4% active; AID 1347075; also: potency is read from the fitted curve at half-maximal effect; % is scaled to controls: 0 for no effect and ±100 for the full control effect; nearly all actives have a fitted effect of over 60% in size
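72 h, 37 °C compound treatment of KB-3-1 parental cells; CellTiter-Glo added, 10 min, luminescence read. Data corrected against DMSO-only plates and normalized before curve fitting.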
HT1080 IDH1KD tx: kills HT-1080 cells with IDH1 knockdown; HT-1080 IDH1 knockdown viability, ATP luminescence, 48 h; Potency, µM (series often up to 46.1 µM), for inactives: at the top dose activity, negative = toxicity, usual class: cytotoxic; 360,000 tested, 2% active; AID 686971;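 also: potency is read from the fitted curve at half-maximal effect; 0% = DMSO wells and -100% = cell-free medium wells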
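CellTiter-Glo luminescence after 48 h compound exposure at 37 degrees C of IDH1-knockdown HT-1080 cells in 5% FBS RPMI. %Activity scaled between DMSO wells and cell-free media wells, with curves fitted and assigned curve classes.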
S2 tox: viability counter-screen for ATXN expression inhibitors | S2 cells (HEK-293 line with an ATXN2-luciferase reporter) viability, CellTiter-Fluor protease fluorescence, 24 h | Potency, µM (doses to about 56.7 µM), usual class: cytotoxic | 400,000 tested, 0.49% active | AID 651635; also: potency is read from the fitted curve at half-maximal effect; nearly all actives have a fitted effect of over 40% in size
SW480 rereplic: DNA re-replication induction in SW480 cells | SW480 DNA re-replication, Hoechst DNA content imaging, 48 h | Potency, µM (top dose mostly 46.1 µM), without a hit: at the top dose re-replication activation, usual class: activators | 340,000 tested, 1.8% active; also: potency is read from the fitted curve at half-maximal effect; % of control where 0% means no effect; nearly all actives have a fitted effect of over 55% in size
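250 cells/well; 23 nL cpd via pin tool; 48 hr, 37 C, 5% CO2; Hoechst 40 min; imager read of total nuclear intensity, ex 405/em 500-530 nm.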
MCF10A rereplic: induces DNA re-replication in MCF 10a normal breast cells; MCF 10A DNA re-replication, Hoechst nuclear intensity, 48 h; 350,000 tested, 2.9% active; Potency, µM (series often up to 46.1 µM), for the others: at the top dose activity, positive = re-replication, hits mostly activators; also: potency is read from the fitted curve at half-maximal effect; % of control where 0% means no effect; nearly all actives have a fitted effect of over 50% in size
Numbers without * were called inactive; i = inactive; ? = inconclusive; nt = not tested or not shown; [ ] = dose if it differs, or a comment. Unless noted, calls follow the shape of the dose curve; as a rule, active = well fitted curve in the direction sought with a large enough effect; inconclusive = small, poorly fitted or top-dose-only effect, or another doubt; inactive = no such curve, though single readings can be large; an effect the other way counts as inactive or inconclusive.

SMILES	ATXN2 expr inh	HT1080-NT tox	IL1B secr inh	HepG2 tox	KB-3-1 cytotox	HT1080 IDH1KD tx	S2 tox	SW480 rereplic	MCF10A rereplic
COc1ccc(CCC(C)NCCc2ccccc2)cc1 (stereo not given)	-24.7%	0.2%	?	-16.8%	?	?	i	-0.2%	-2.6%
O=C1C2CCN(CC2)C1Cc1ccc(OCCOc2ccccc2)cc1 (stereo not given)	0.1%	-7.2%	19.0	-3.2%	2.3%	-16.4%	i	-5.0%	?
O=c1c2ccccc2nc(/C=C/c2ccc(O)cc2)n1-c1ccccc1O	25.5%	-9.6%	?	-3.2%	20.6µM*	-18.5%	i	16.7%	20.6µM*
CN1CCC2(O)OCCCC2C1 (stereo not given)	-4.5%	21.0%	9.1	2.8%	10.3%	13.6%	i	-2.1%	0.0%
Cc1ccc(Oc2cc(NN3CCCCC3)c([N+](=O)[O-])cc2[N+](=O)[O-])c([N+](=O)[O-])c1	2.2%	22.6%	8.3	-11.5%	5.4%	-0.3%	i	-9.7%	3.0%
COP(=O)(OC)C1(Nc2ccc(C)cc2)CCCCC1	7.2%	0.4%	4.1	-5.9%	-0.5%	2.4%	i	0.0%	3.3%
Cc1cc(/C=C2\C(=O)NC(=O)N(c3ccc(Cl)cc3)C2=O)c(C)n1-c1cccc(C(=O)O)c1	-3.2%	0.6%	1.1	13.8%	14.6%	-0.6%	i	-11.6%	-8.8%
Cc1cccnc1NC(=O)C1CCCN(S(=O)(=O)c2ccc3c(c2)oc(=O)n3C)C1 (stereo not given)	7.4%	11.9%	-5.4	-0.6%	2.6%	4.0%	i	-8.9%	-0.3%
COc1cccc(N2C(=O)/C(=C/c3ccc(C)o3)C(=O)NC2=S)c1	nt	-1.1%	4.8	-1.1%	?	-2.9%	i	18.2%	17.8%
Cc1cc(N2CCN(C(=O)c3ccco3)CC2)n2nc(-c3cccc(Cl)c3)cc2n1	20µM*	?	-66.3*	-21.9%	?	?	nt	11.9%	?
CN1C(=O)C(=Cc2coc3ccccc3c2=O)C(=O)N(C)C1=O	nt	3.6%	-7.5	-7.2%	-10.7%	10.0%	i	-12.0%	?
O=C(O)CSCC(=O)N(Cc1ccccc1)c1nc(-c2ccccc2)c(-c2ccccc2)s1	-9.9%	-10.8%	15.2	-10.5%	-1.5%	-18.8%	i	11.7%	?
O=c1[nH]c(=O)n(-c2cccc3ccccc23)c(O)c1C=NCCCn1ccnc1	-7.2%	7.0%	-6.6	-6.1%	3.4%	12.0%	i	-4.7%[9.22 µM]	4.6%
O=[N+]([O-])/C(Cl)=C1\NCCN1Cc1ccc(Cl)nc1	0.5%	-1.6%	5.3	4.2%	-4.5%	3.6%	i	1.5%	0.7%
CCn1c(COc2cccc3ccccc23)nnc1SCC(N)=O	-13.0%	6.9%	17.3	1.3%	-3.6%	3.2%	?	-3.1%	3.9%
CCOC(=O)[C@]12Cc3ccccc3[C@H]1N(C)C(=O)c1cc(OC)ccc12	?	?	-116.1*	nt	9.2µM*	?	nt	nt	nt
CCN1C(=O)c2ccccc2Sc2ccc(NC(=O)Nc3ccc(Br)c(C)c3)cc21	?	nt	nt	-2.4%	-18.3%	nt	?	nt	nt
CN1CCC(OC(=O)c2cccc(F)c2)CC1	nt	-1.1%	-22.0	1.2%	-3.1%	0.3%	i	4.7%	11.2%
CCn1c(C)c(C(=O)Nc2ccc(OC)cc2)c2cc(OC)ccc21	nt	-9.8%	15.1	6.8%	-11.2%	-2.0%	i	9.9%	-1.4%
CC(=O)N(C)C1=Nc2ccc(Cl)cc2C(c2ccccc2)=[N+]([O-])C1	-5.5%	11.6%	-24.4	15.6%	2.2%	0.8%	i	-17.4%	-43.9%[inhibitor]
COC(=O)OCC12CCC(O1)C1(C)C(=O)OCC21 (stereo not given)	1.1%	7.4%	-5.0	-19.7%	-1.4%	11.3%	i	-3.3%	0.4%
O=C(/C=C/c1ccccc1)N1Cc2ccccc2-n2nncc2C1	-12.2%	0.5%	23.2	-19.0%	-15.1%	-2.6%	i	nt	nt
COc1ccc(OC)c(NP(=O)(Oc2ccc(Cl)cc2)Oc2ccc(Cl)cc2)c1	8.4%	1.2%	9.3	0.0%	0.3%	0.1%	i	2.7%	1.1%
O=C(Nc1ccon1)c1cccn(Cc2cccc([N+](=O)[O-])c2)c1=O	6.8%	nt	nt	-9.8%	-11.2%	nt	i	nt	nt
Cn1c(O)c(C(=Nc2ccccc2)SCc2ccccc2Cl)c(=O)n(C)c1=O	-22.2%	?	?	-19.8%	18.4µM*	13µM*	?	15.1%	10.7%

Structural class: the compounds so far with a furan ring, fused or not.
SMILES	ATXN2 expr inh	HT1080-NT tox	IL1B secr inh	HepG2 tox	KB-3-1 cytotox	HT1080 IDH1KD tx	S2 tox	SW480 rereplic	MCF10A rereplic
COc1cccc(N2C(=O)/C(=C/c3ccc(C)o3)C(=O)NC2=S)c1	nt	-1.1%	4.8	-1.1%	?	-2.9%	i	18.2%	17.8%
Cc1cc(N2CCN(C(=O)c3ccco3)CC2)n2nc(-c3cccc(Cl)c3)cc2n1	20µM*	?	-66.3*	-21.9%	?	?	nt	11.9%	?

Next compounds follow.
SMILES	ATXN2 expr inh	HT1080-NT tox	IL1B secr inh	HepG2 tox	KB-3-1 cytotox	HT1080 IDH1KD tx	S2 tox	SW480 rereplic	MCF10A rereplic
COc1ccc(CC[n+]2cc(/N=C(\C)[O-])on2)cc1OC	1.1%	0.7%	8.4	15.9%	-8.0%	21.2%	i	-8.6%	0.7%
COc1ccccc1C1CC2CCC(C1OC(C)=O)N2Cc1ccccc1 (stereo not given)	-11.1%	7.6%	7.5	-4.6%	-2.0%	-2.7%	i	10.6%	-0.8%
CCN(CC)P(c1n(C)cc[n+]1C)N(CC)CC	nt	0.1%	15.3	-9.1%	0.8%	1.1%	i	-5.2%	-0.3%
Cc1nn(Cc2ccccc2Cl)c(C)c1C(=O)OCC(=O)NC1CCS(=O)(=O)C1 (stereo not given)	-5.7%	-1.3%	-1.3	-13.4%	-12.9%	0.0%	i	-8.7%	4.2%
Cc1cc(C)cc(-n2c(O)c(C=Nc3ccc(N4CCOCC4)cc3)c(=O)[nH]c2=S)c1	-7.5%	-0.1%	6.0	-7.9%	4.0%	-0.7%	i	-0.1%	0.5%
Cc1c2cnn(CC(=O)N3CCC4(CC3)OCCO4)c(=O)c2c(C)n1Cc1cccc(Cl)c1	5.2%	17.0%	-2.2	0.8%	-0.8%	-1.8%	i	-1.9%	1.7%
C/C(=N\NC(=O)c1ccccc1O)c1c(O)n(C2CCCCC2)c(=O)[nH]c1=O	nt	3.5%	-1.8	5.4%	-0.7%	-0.9%	i	3.4%	1.9%
COC(=O)C1=C(c2cccc(OCc3ccccc3)c2)C[C@@H]2CC[C@H]1N2C(=O)NCc1ccc(F)cc1	0.0%	12.1%	-28.1	0.1%	0.0%	-11.4%	?	11.0%	4.8%
c1ccc(-c2ccc(-c3n(-c4ccccn4)c4ccccc4[n+]3-c3ccccn3)cc2)cc1	nt	?	-9.5	-7.2%	-12.4%	?	?	-47.3%[inhibitor]	?
O=C1CCCN1C(=O)c1cncc(Br)c1	21.1%	-1.4%	9.5	2.7%	5.8%	6.2%	i	-3.2%	3.5%
Clc1cccc(N2CCNCC2)c1Cl	-12.2%	-21.8%	20.1	-7.1%	0.5%	-18.4%	i	-0.5%	5.9%
CCOC(C[n+]1c(-c2ccccc2)cc(C)cc1-c1ccccc1)OCC	-13.7%	?	4.5	-32.9%	?	-22.2%	?	-38.4%[inhibitor]	6.5%
CCCCCNC(=O)C(c1ccncc1)n1c(=O)c(-c2cc3ccccc3[nH]2)nc2ccccc21 (stereo not given)	nt	?	?	nt	?	16.4µM*	nt	nt	nt
Cc1cc(OC(C)C(=O)NCC(O)c2ccccc2)c2c3c(c(=O)oc2c1)CCCC3 (stereo not given)	-18.4%	-6.6%	-25.9	-0.9%	0.4%	-3.5%	i	3.2%	17.2%
O=C(/C=C/c1ccccc1)c1c(O)n(CCc2ccccc2)c(=O)[nH]c1=O	-31.4%	-10.7%	-23.3	1.7%	14.6µM*	-22.5%	?	?	8.2µM*
CC(=O)N1CN(C(C)=O)CN(C(C)=O)C1	-1.6%	-1.3%	-6.2	-7.9%	3.7%	-0.7%	i	-6.5%	-4.4%
COc1ccccc1N1CCN(CCc2c[nH]c3cc4c(cc23)OCO4)CC1	-19.0%	-9.1%	?	7.7%	2.2%	?	?	13.5%	17.2%
CCOc1cc(C)cc2oc(=O)c3c(c12)CCCC3	11.4%	-2.5%	9.8	-8.5%	1.5%	-0.6%	i	-0.1%	1.6%
CC(C)(C)c1ccc(C(=O)C2CCCN(C3CCC3)C2)cc1 (stereo not given)	4.5%	-19.8%	16.9	-37.4%	-5.4%	-22.4%	i	15.9%	?
COc1ccc2c(c1)C1(C)CCN(C)CC(C1)C2O (stereo not given)	nt	-4.4%	0.0	-19.7%	-7.2%	-9.9%	i	nt	nt
CCCC[N+]12CCC(CC1)C(C(=O)c1cccs1)C2 (stereo not given)	-2.3%	10.5%	10.8	-15.8%	0.7%	4.4%	i	0.7%	26.2%
O=C1NC(=O)N(c2ccccc2)C(=O)/C1=C\C=C\c1ccccc1	14.1µM*	?	-98.2*	-48.6%	?	5.17µM*	14.1µM*	3.26µM*	23.1µM*

Another view of part of the listing above:
SMILES | ATXN2 expr inh | HT1080-NT tox | IL1B secr inh | HepG2 tox | KB-3-1 cytotox | HT1080 IDH1KD tx | S2 tox | SW480 rereplic | MCF10A rereplic
COc1ccccc1C1CC2CCC(C1OC(C)=O)N2Cc1ccccc1 (stereo not given) | -11.1% | 7.6% | 7.5 | -4.6% | -2.0% | -2.7% | i | 10.6% | -0.8%
CCN(CC)P(c1n(C)cc[n+]1C)N(CC)CC | nt | 0.1% | 15.3 | -9.1% | 0.8% | 1.1% | i | -5.2% | -0.3%

Not all compounds are listed (hit frequency here may not be typical).
